# ASM inhibitor: Inhibitors of Secretory Acid Sphingomyelinase (S-ASM): qHTS. hit rate 0.006% among 340,000. AID 504937, 2011. placental ASM, HMU-PC fluorogenic substrate, 60 min. Potency, µM (series often up to 57.5 µM), without a hit: at the top dose activity change, negative = inhibition, hits mostly inhibitors. Sphingomyelin phosphodiesterase (Homo sapiens), P17405; note: potency is the fitted concentration of half-maximal effect
#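 Human placenta-derived ASM preincubated with compound 10 min at room temperature, then reacted with 9 uM (final) fluorogenic HMU-PC substrate for 60 min at 37 C. Stop solution raises pH to 10; fluorescence read at Ex 386/Em 447 nm.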
# KCNH2 WT inh: qHTS for Inhibitors of KCHN2 3.1: Wildtype qHTS; Voltage-gated inwardly rectifying potassium channel KCNH2 (Homo sapiens), Q12809; U2OS, BacMam KCNH2, thallium flux FluxOr; hits give low values; activity change, % at 1.84 µM; hit rate 0.37% among 340,000; AID 720551, 2013;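 active = maximum activity change below -70%; inconclusive = maximum activity change between -70% and -50%; inactive = maximum activity change above -50%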; note: % is set by controls: 0 for no effect and ±100 for the full control effect
#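 U2OS cells transduced with wild-type KCNH2 virus are loaded with FluxOr dye for 45 min, and thallium flux is measured in kinetic reads before and after stimulation buffer. Rate constants are normalized to DMSO controls.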
# MBNL1-CUG inh: qHTS Assay for Inhibitors of MBNL1-poly(CUG) RNA binding; Muscleblind-like protein 1 (Homo sapiens), Q9NR56; TR-FRET MBNL1-His/biotin-(CUG)12 binding, 665/545 ratio; Potency, µM (doses to about 57.5 µM), inactives show at the top dose activity change, negative = inhibition, usual class: inhibitors; hit rate 0.036% among 280,000; active = well fitted inhibition curve with a large enough effect in the signal ratio, with a control signal flat, not every such curve was filed as active; inconclusive = small, poorly fitted or top-dose-only effect, or effect the other way, or a change in a side signal; inactive = no such curve, though single readings can be large or run the other way; the % refers to the signal ratio; note: potency is the fitted concentration of half-maximal effect; % is set by controls: 0 for no effect and ±100 for the full control effect
#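 Compounds (final 92 nM to 58 uM) are added to His-tagged MBNL1 and biotin-(CUG)12, then terbium anti-His antibody and streptavidin-XL665 (5 nM final). After 60 min at room temperature, the 665/545 nm ratio is read.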
# GALK inhibitor: qHTS Assay for Inhibitors of Human Galactokinase (GALK); Purified GALK, Kinase-Glo residual ATP luminescence; AID 1868, 2009; Potency, µM (series often up to 57.5 µM), without a hit: at the highest dose activity change, negative = inhibition, actives largely listed as inhibitors; hit rate 0.007% among 270,000; P51570; note: potency is the fitted concentration of half-maximal effect; % is set by controls: 0 for no effect and ±100 for the full control effect
# Target sequence (P51570 whole entry, looked up): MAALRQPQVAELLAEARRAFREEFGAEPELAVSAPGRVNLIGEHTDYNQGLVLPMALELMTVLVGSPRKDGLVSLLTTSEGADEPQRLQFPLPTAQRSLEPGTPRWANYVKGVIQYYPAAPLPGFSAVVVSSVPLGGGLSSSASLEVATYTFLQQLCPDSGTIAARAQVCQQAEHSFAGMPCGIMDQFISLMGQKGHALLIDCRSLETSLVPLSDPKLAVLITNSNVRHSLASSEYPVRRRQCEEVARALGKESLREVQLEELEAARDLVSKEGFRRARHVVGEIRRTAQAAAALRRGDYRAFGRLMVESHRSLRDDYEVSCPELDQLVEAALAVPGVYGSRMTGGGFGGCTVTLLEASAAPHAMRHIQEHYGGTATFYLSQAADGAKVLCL
#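 Compounds were pin-transferred into ATP buffer (35 uM final), then GALK plus galactose (5 nM, 100 uM final) was added. After 1 h at room temperature, Kinase-Glo Plus was added and luminescence read after 10 min.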
# Mito fusion act: qHTS Assay for Small Molecule Inhibitors of Mitochondrial Division or Activators of Mitochondrial Fusion; Potency, µM (highest dose often 46.1 µM), without a hit: top-dose growth rescue (activation), actives largely listed as activators; S. cerevisiae fusion-defective mutant growth rescue, CellTiterGlo 48 h; hit rate 0.23% among 320,000; AID 485298, 2010;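 note: potency is the fitted concentration of half-maximal effect; % of control where 0% means no effect; nearly all actives have a fitted effect of over 45% in size; temperature-sensitive fusion mutants such as fzo1-1 at 37 °C on non-fermentable ethanol glycerol medium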
#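 Yeast fusion mutant, YPEG (non-fermentable carbon), compound, 48 h at 37C non-permissive; CellTiterGlo added, 10 min RT, luminescence read. Rescued growth = division inhibition.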
# BCR signal inh: qHTS Assay to Find Inhibitors of Chronic Active B-Cell Receptor Signaling; ABC-DLBCL IkBa-CBG/CBR reporter, luminescence ratio, 4 h; hit rate 0.05% among 340,000; AID 493014, 2011; Potency, µM (series often up to 46.1 µM), for inactives: at the top dose ratio change, negative = lower green/red ratio, hits mostly inhibitors; active = well fitted inhibition curve with a large enough effect in the signal ratio, with a control signal flat, not every such curve was filed as active; inconclusive = small, poorly fitted or top-dose-only effect, or effect the other way, or a change in a side signal; the % refers to the signal ratio;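 note: potency is the fitted concentration of half-maximal effect; plate controls were basal doxycycline-induced cells for no effect and cells given 10 µM MG132 for full effect; MG132 reads +100%, hits lower the ratio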
#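 Concentration-response series (up to 46 uM) were applied to TMD8 dual-reporter cells for 4 h at 37C with doxycycline. Green/red ratio, after filter-overlap correction, defined %Activity; red signal alone was normalised to basal cells and zero luminescence.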
# Menin-MLL TR inh: qHTS Assay for Inhibitors Targeting the Menin-MLL Interaction in MLL Related Leukemias: Competition With Texas Red Labeled MLL-derived Mutant Peptide. hit rate 0.23% among 270,000. Menin + Texas Red MLL mutant peptide, fluorescence polarization. O00255. Potency, µM (doses to about 61.6 µM), without a hit: at the top dose FP activity change, negative = inhibition, actives largely listed as inhibitors; active = well fitted inhibition curve with a large enough effect in the polarisation, with a control signal flat, not every such curve was filed as active; inconclusive = small, poorly fitted or top-dose-only effect, or effect the other way, or a change in a side signal; inactive = no such curve, though single readings can be large or run the other way; the % refers to the polarisation; note: potency is the fitted concentration of half-maximal effect; % of control where 0% means no effect; many of its hits are not listed in these tables
# Eya2 inh: qHTS Assay for Inhibitors of the Phosphatase Activity of Eya2 | AID 488837, 2010 | Potency, µM (series often up to 76.9 µM), for the others: top-dose activity, negative = inhibition, actives largely listed as inhibitors | hit rate 0.006% among 330,000 | Protein phosphatase EYA2 (Homo sapiens), O00167 | recombinant Eya2, OMFP fluorescence dephosphorylation (OMFP is methylfluorescein phosphate); note: potency is the fitted concentration of half-maximal effect; % is set by controls: 0 for no effect and ±100 for the full control effect
#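 Eya2 (0.2 uM) preincubated 10 min at ambient with compound, then OMFP substrate added at 50 uM; 10 min reaction in 50 mM HEPES pH 7.5, 50 mM NaCl, 5 uM MgCl2, 0.05% BSA, 1 mM DTT. Fluorescence read at Ex 485/Em 525 nm.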
# USP2a inh: qHTS Assay for Inhibitors of Ubiquitin-specific Protease USP2a Using CHOP2 as the Reporter | hit rate 0.01% among 330,000 | USP2 core, Ub-CHOP2 coupled fluorogenic reporter, 485/531 | Ubiquitin carboxyl-terminal hydrolase 2 (Homo sapiens), O75604 | Potency, µM (titrated, usually from 38.3 µM), inactives show top-dose activity change, negative = inhibition, most hits filed as inhibitors | AID 463254, 2010;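 note: potency is the fitted concentration of half-maximal effect; plate controls were DMSO wells for no effect and full inhibition by NEM control for full effect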
# Target sequence (O75604 whole entry, looked up): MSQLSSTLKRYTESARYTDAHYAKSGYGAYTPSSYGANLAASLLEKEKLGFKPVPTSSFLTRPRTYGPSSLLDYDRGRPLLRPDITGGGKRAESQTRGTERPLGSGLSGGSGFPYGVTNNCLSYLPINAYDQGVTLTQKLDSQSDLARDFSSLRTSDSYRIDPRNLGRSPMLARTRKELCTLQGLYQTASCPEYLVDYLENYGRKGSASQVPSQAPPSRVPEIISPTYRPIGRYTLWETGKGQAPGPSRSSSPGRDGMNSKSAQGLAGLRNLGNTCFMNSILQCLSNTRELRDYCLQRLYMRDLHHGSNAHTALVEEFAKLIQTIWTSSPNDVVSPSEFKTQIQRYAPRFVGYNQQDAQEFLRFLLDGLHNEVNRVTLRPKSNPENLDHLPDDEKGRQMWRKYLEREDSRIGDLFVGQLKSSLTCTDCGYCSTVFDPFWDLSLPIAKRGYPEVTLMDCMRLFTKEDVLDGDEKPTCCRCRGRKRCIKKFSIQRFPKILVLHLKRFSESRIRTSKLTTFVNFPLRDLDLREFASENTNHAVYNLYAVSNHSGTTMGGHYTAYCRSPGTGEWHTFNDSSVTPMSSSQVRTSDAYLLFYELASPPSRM
#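 USP2 core (10nM final) preincubated 30min RT with compound in 20mM Tris-HCl pH 8.0, 2mM CaCl2, 2mM beta-mercaptoethanol, 0.05% CHAPS; 25nM Ub-CHOP2 plus 25nM reporter substrate added, fluorescence (Ex485/Em531) read after 60min.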
# TSHR antagonist: Antagonists of the Thyroid Stimulating Hormone Receptor: HTS campaign; AID 504810, 2011; Thyrotropin receptor (Homo sapiens), P16473; hit rate 0.2% among 330,000; activity change, negative = inhibition, % at 11.5 µM; TSHR-expressing cells, TSH-stimulated cAMP HTRF, 2 h; hits give low values;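 active = activity change below a set negative limit, meaning inhibition stronger than a set level, cut at about -70% in these data; inconclusive = activity change between two set negative limits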; note: % is set by controls: 0 for no effect and ±100 for the full control effect
#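 Inhibition of cAMP made by TSHR-expressing cells under TSH stimulation (4nM final, EC80; 2 h, 37 deg C) is quantified with a one-step lysis HTRF kit, anti-cAMP cryptate versus cAMP-d2.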
# PKM2 act: qHTS Assay for Activators of Human Muscle isoform 2 Pyruvate Kinase; Pyruvate kinase PKM (Homo sapiens), P14618; purified PKM2, Kinase-Glo ATP luminescence, activation; response scale: 0% is enzyme alone, no compound; Potency, µM (highest dose often 57.5 µM), for the others: at the top dose activation, usual class: activators; AID 1631, 2009; hit rate 0.34% among 260,000; note: potency is the fitted concentration of half-maximal effect; % is set by controls: 0 for no effect and ±100 for the full control effect; nearly all actives have a fitted effect of over 55% in size
#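 hPK-M2, >95% pure; 0.1 mM ADP / 0.5 mM PEP final; imidazole pH7.2 buffer w/ 7 mM MgCl2, 50 mM KCl; 1 h RT; Kinase-Glo lum. Intermediate enzyme activity for dual inhibitor/activator qHTS.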
# Starred values were filed as active, the others as inactive; i = inactive; u = inconclusive; x = not tested or not shown; & = joins results of further samples; [ ] = dose if it differs, or a comment. Unless noted, calls come from the whole dose curve; as a rule, active = well fitted curve in the direction sought with a large enough effect; inconclusive = small, poorly fitted or top-dose-only effect, or another doubt; inactive = no such curve, though single readings can be large; an effect the other way counts as inactive or inconclusive. An excerpt; count on the stated rates, not on these rows.
SMILES,ASM inhibitor,KCNH2 WT inh,MBNL1-CUG inh,GALK inhibitor,Mito fusion act,BCR signal inh,Menin-MLL TR inh,Eya2 inh,USP2a inh,TSHR antagonist,PKM2 act
COP(=O)(OC)c1nc(-c2ccccc2)oc1NCc1ccccc1,-3%,3,-7%,-1%,2%,-12%,-9%,5%,1%,-2,6%
CCN1CCN(c2nc(N)c([N+](=O)[O-])c(Nc3ccc(C)c(C)c3)n2)CC1,-5%,0,2%,0%,3%,-3%,-6%,2%,0%,-6,1%
O=C(CSc1nnc(-c2ccncc2)n1Cc1ccco1)c1ccc(Cl)cc1,-1%,6,0%,-2%,5%,0%,-7%,3%,-1%,-1,13%
CSC1=NCCN1C(=O)c1c(-c2ccccc2Cl)noc1C,0%,-13,13%,2%,-4%,15%,8%,9%,1%,-5,-23%
CN1CCN(c2nc3ccccc3nc2C(C#N)C(=O)OC2CCCCC2)CC1 (configuration not stated),-2%,0,2%,4%,3%,0%,-1%,-4%,11%,-5,-4%
COCCNC(=O)Cn1cc2c(n1)CCC(C)C2 (configuration not stated),0%,6,1%,2%,-1%,15%,-5%,20%,0%,-1,15%
NC(=O)NC(=O)CC1S/C(=N/N=C2/NC(=O)CS2)NC1=O (configuration not stated),0%,6,1%,-1%,3%,-1%,-12%,-2%,3%,-8,-7%
Cc1cc(OCC(=O)N2CCOCC2)ccc1NC(=O)c1ccccc1C,1%,-3,-11%,-4%,0%,0%,x,0%,3%,11,-6%
COc1ccc(S(=O)(=O)Cc2ccc(C(=O)NCCc3ccc(S(N)(=O)=O)cc3)o2)cc1,2%,-2,-3%,1%,1%,1%,2%[11.7 µM],-5%,1%,1,-3%
Cc1cc(C)cc(NS(=O)(=O)c2ccc(-c3cnc(C4CC4)o3)cc2)c1,0%,35,0%,-8%,8%,u,x,-1%,3%,-6,x
CNS(=O)(=O)c1cccc(C(=O)OCC(=O)c2c(N)n(C)c(=O)n(C)c2=O)c1,-2%,1,-22%,x,4%,0%,x,-10%,0%,-16,-3%
CC(Sc1cnccn1)C(=O)O (configuration not stated),1%,-6,-10%,2%,4%,0%,1%,15%,-1%,-4,-3%
CC(C)(C)NC(=O)NC(=O)CSc1nnc2ccccn12,3%,1,-3%,-2%,0%,3%,5%,11%,2%,-4,-4%
COc1ccc(/C=N/Nc2cc(C)nc(NS(=O)(=O)c3ccc(C)cc3)n2)cc1,-8%,-5,12%,-2%,-4%,u,12%,-9%,-2%,-14,0%
O=C(NCC1CCCO1)c1ccc(COc2ccccc2Br)cc1 (configuration not stated),-1%,-3,0%[11.5 µM],x,-25%,u,9%,2%,1%,-1,5%
CCOC(=O)CSC1=N/C(=C\c2cccnc2)C(=O)N1c1ccc(OC)cc1,49%[activator],-3,u,0%,2%,-4%,11%,2%,5%,3,1%
N#Cc1cc(Sc2ccccn2)c(Sc2ccccn2)cc1C#N,8%,13,83%[activator],-2%,1%,0%,u,4%,u,29,1%
Cn1cc(C(=O)N/N=C/C(Br)=C/c2ccccc2)ccc1=O,-5%,11,x,1%,-2%,u,-1%,6%,3%,-1,6%
COc1cc(C2Nc3ccc4ccccc4c3C3=C2C(=O)CC(C)(C)C3)ccc1OC(C)C(=O)O (configuration not stated),i,14,u,1%,-8%,u,u,u,0%,9,x
Cc1ccccc1NC1=NC(=S)N(c2ccccc2)C12CCOC(C)(C)C2 (configuration not stated),0%,-3,-5%,-3%,-5%,6%,-1%,-1%,-1%,-23,-4%
Cc1cccc(NC(=S)N(Cc2cccs2)Cc2cc3cc(C)cc(C)c3[nH]c2=O)c1,-3%,-20,-15%,0%,4%,u,-2%,-1%,0%,17,-20%
Cc1cc2ncn(C(=O)N3CCC(C)CC3)c2cc1C,1%,-13,4%,-5%,0%,-7%,-1%,7%,0%,-9,-11%
Cc1cccc(N2CCN(C(=O)C3CCN(S(=O)(=O)N4CCOCC4)CC3)CC2)c1C,1%,x,-8%,-2%,1%,-1%,-23%,-16%,-4%,-20,-4%
O=C(Cc1ccccc1F)NCC1(N2CCOCC2)CCCCC1,4%,4,5%,x,1%,9%,x,3%,2%,10,-1%
CCn1c(CNC(=O)c2ccccc2F)nnc1SCCOc1ccccc1,-2%,5,-1%,0%,2%,4%,1%,2%,1%,1,-7%
Cc1ccc(S(=O)(=O)CCC(=O)OCC(=O)c2c(N)n(CC(C)C)c(=O)n(C)c2=O)cc1,0%,3,-3%,5%,3%,1%,x,6%,3%,-20,-7%
CC(=O)c1sc(NC(=O)CN2C(=O)C3CC=CCC3C2=O)nc1-c1ccccc1 (configuration not stated),-6%,-2,x,x,-1%,u,x,8%,0%,2,x
CC(=O)c1cccc(NC(=O)/C=C/c2ccc([N+](=O)[O-])s2)c1,-1%,-2,u,1%,1%,u,u,3%,3%,-3,12%
Cc1ccccc1CSCCNC(=O)c1ccc(N(C)S(=O)(=O)c2ccccc2)cc1,0%,16,-4%,2%,2%,-7%,35%[activator],-9%,1%,u,-7%
Cc1cc(OCC(=O)N(C)c2ccccc2)cc2c1C(=O)CC(C)(C)O2,-1%,-18,-14%,1%,4%,-12%,x,3%,-2%,14,0%
Cc1nc2sccn2c(=O)c1CCN1CCC(=C(c2ccc(F)cc2)c2ccc(F)cc2)CC1,-9%,-149*,-8%,-1%,u,u,u,4%&-10%,-9%,-19&-6,5%&0%
CCN(CC)S(=O)(=O)c1ccc(OC)c(N)c1,4%,-5,-1%,1%,-8%,0%,0%,-8%,-5%,0,-10%
Clc1ccc(-c2nc3ccccc3[nH]2)cn1,-2%,-2,x,0%,-3%,26%,x,-4%,2%,-8,-20%
Cc1cc(C(=O)N/N=C/c2cn(C)nc2C)c2ccccc2n1,0%,11,-4%,-2%,7%,-9%,x,4%,-2%,1,x

# Assay outcomes (PubChem BioAssay)
